Bioassay records from PubChem BioAssay.
ABHD4 inh: inhibitors of mouse ABHD4; Q8VD66; inhibition, % at 8.92 µM; actives 0.54% (n = 370,000); purified mABHD4, FP-Rh probe fluorescence polarization;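 active = inhibition exceeding the mean over every tested compound plus 3 SD, cut at about 30% in these data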;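 also: 0% = plate median of compound wells and 100% = S159A mutant with DMSO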
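System: mouse ABHD4 enzyme, wild type / Medium: HEPES pH 7.0, NaCl, Pluronic buffer / Reagent: FP-Rh activity-based fluorescent probe / Control set: S159A mutant high control, sample median low control / Detection: fluorescence polarization with parallel and perpendicular emission, 525/598 nm / Schedule: 45 min + 60 min at 25 °C / Compound dosing: 8.92 µM, single dose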
TDP2 absorb: TDP2 (human) inhibition, absorbance primary screen; AID 720702; actives 0.34% (n = 370,000); inhibition, % at 12.8 µM; recombinant TDP2, T5PNP hydrolysis, p-nitrophenol absorbance 415 nm;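 active = inhibition above the mean of all tested compounds plus 3 SD, set per campaign, cut at about 25% in these data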;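 also: 0% = DMSO with enzyme and 100% = buffer with substrate but no TDP2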
Target sequence (O95551 whole entry, looked up): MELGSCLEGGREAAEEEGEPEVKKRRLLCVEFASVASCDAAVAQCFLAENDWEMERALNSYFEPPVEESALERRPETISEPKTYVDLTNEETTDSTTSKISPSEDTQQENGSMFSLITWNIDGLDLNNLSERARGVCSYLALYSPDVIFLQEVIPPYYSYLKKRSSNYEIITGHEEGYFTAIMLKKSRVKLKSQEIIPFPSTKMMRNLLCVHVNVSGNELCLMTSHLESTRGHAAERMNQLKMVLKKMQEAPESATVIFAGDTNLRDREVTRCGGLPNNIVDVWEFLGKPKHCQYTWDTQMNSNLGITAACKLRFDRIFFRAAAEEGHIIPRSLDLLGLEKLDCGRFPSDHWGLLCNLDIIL
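test system = human TDP2 enzyme | input = TDP2 enzyme at 120 nM final | medium = 50 mM Tris-HCl pH 7.5 with Mg2+, KCl, DTT, BSA | also added = T5PNP substrate, 5 mM | times = 2 h at 37 °C | technique = epi absorbance | benchmarks = high control without enzyme, low control DMSO plus TDP2 | replication = each compound tested once, singlicate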
HTRA1 inh: inhibitors of human serine peptidase HTRA1; Q92743; recombinant HTRA1, FP-rhodamine activity-based probe, fluorescence polarization; inhibition, % at 5.96 µM; actives 0.5% (n = 340,000); AID 504803; in the data active = inhibition above about 36%;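 also: 0% = enzyme with DMSO and 100% = wells lacking enzyme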
SIAE primary: inhibitors of human sialic acid acetylesterase SIAE; Q9HAT2; actives 0.69% (n = 370,000); inhibition, % at 9.66 µM; AID 1053197; SIAE FP-Rh probe binding, fluorescence polarization;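 active = inhibition above a cutoff: mean of compounds within the control limits plus 3 SD of those, cut at about 17% in these data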;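 also: 0% = plate median of compound wells and 100% = probe without SIAE protein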
Target sequence (Q9HAT2 whole entry, looked up): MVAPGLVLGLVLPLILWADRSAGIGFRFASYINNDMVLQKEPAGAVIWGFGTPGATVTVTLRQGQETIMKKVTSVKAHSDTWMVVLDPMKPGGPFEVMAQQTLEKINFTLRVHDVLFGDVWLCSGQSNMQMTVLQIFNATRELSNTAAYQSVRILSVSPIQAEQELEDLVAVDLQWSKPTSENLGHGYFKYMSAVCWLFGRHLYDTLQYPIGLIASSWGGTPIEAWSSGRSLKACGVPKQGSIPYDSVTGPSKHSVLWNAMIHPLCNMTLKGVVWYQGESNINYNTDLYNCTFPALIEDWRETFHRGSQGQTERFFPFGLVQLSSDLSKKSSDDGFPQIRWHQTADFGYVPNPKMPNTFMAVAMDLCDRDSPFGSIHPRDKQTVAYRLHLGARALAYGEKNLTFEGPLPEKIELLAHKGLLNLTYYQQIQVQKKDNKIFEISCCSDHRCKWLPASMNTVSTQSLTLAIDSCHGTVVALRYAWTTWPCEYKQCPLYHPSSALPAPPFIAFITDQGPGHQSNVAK
NPR2 activator: GC-B (human) receptor activation | P20594 | HEK293-GC-B cells, CNP EC30, cGMP TR-FRET; 0% at EC30 CNP, 100% saturating CNP | activation, % at 10 µM | actives 0.11% (n = 370,000) | AID 1920062;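 active = activation at 10 µM reaching about 35% in either raw or pattern-adjusted values, limit read from the data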
PRMT1 FP inh: blocks human protein arginine methyltransferase 1. Q99873. actives 1.3% (n = 370,000). recombinant PRMT1, activity-based probe fluorescence polarization. inhibition, % at 2.79 µM;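 active = inhibition above about 21% made by adding two undisclosed values, limit read from the data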
TCR-CD3 inh: inhibitors of human TCR-CD3 interaction. TAMRA-labeled TCR probe fluorescence, biochemical. inhibition, % at 9.4 µM. actives 0.37% (n = 360,000). AID 651800; in the data active = inhibition above about 19%;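 also: recombinant mutant TCR 2C K166C tagged with TAMRA read by polarization; 0% = receptor in buffer alone and 100% = receptor with positive control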
LEDGF integ inh: blocks HIV-1 LEDGF/p75-dependent DNA integration. TR-FRET IN-LEDGF/p75 DNA integration, Eu/Cy5. inhibition, % at 3.7 µM. actives 0.64% (n = 370,000). AID 743269;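 active = inhibition above the screen-wide mean plus 3 SD, cut at about 13% in these data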;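 also: signal is the Cy5 over europium emission ratio at 671 and 618 nm; 0% = plate median of compound wells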
MBD2 inh: inhibitors of human MBD2 binding to methylated oligonucleotide; Q9UBB5; TR-FRET; inhibition, % at 4.4 µM; actives 0.31% (n = 370,000); in the data active = inhibition above about 13%
rCAG RNA binder: molecules binding r(CAG) RNA repeats | r(CAG) RNA repeat, TO-PRO-1 dye displacement fluorescence | inhibition, % at 3 µM | actives 1.3% (n = 370,000) | AID 651821;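 active = inhibition above the plate cutoff, the mean of all test compounds on that plate plus 3 SD, cut at about 35% in these data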;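 also: 0% = DMSO alone and 100% = 100 µM mitoxantrone as full dye displacement; higher means more dye released from RNA so lower well fluorescence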
* hit, by the source's call; / = no result given. Not all compounds are listed; the hit share may differ from the screen's.

SMILES	ABHD4 inh	TDP2 absorb	HTRA1 inh	SIAE primary	NPR2 activator	PRMT1 FP inh	TCR-CD3 inh	LEDGF integ inh	MBD2 inh	rCAG RNA binder
C=C(C)c1cc2c(ccc3ccc(=O)oc32)o1	-4	0	1	0	-9	-1	6	-3	3	7
COCCOC(=O)c1c(C)oc2ccc(OC(=O)c3ccco3)cc12	3	-8	-2	0	2	1	0	2	0	-7
COC(=O)CCC(=O)NC1CC(C)(C)Cc2c1cnn2-c1ccccc1 (stereo not given)	1	7	6	-7	-3	-2	1	4	2	-6
CCOC(=O)C1CCCN(C(=O)c2cccs2)CC1 (stereo not given)	0	-3	/	-4	2	-1	2	7	2	-1
CS(=O)(=O)c1cccc(C(=O)NCc2ccc(F)cc2)c1	6	10	0	3	2	16	2	1	3	1
COc1ccccc1CNC(=O)COC(=O)c1cc2ccccc2o1	-10	1	4	-1	-1	3	-6	0	5	6
CCOc1ccccc1NC(=O)CCNC(=O)N1CC(=O)Nc2ccccc21	0	4	6	-2	3	-2	4	1	0	2
CCOC(=O)C1=C(C)NC(=O)C1CC(=O)O (stereo not given)	-8	2	-3	3	3	4	1	1	0	-2
CCC(=O)N1CCN(c2ccccc2NC(=O)COc2cc(C)ccc2C(C)C)CC1	14	0	-28	2	-6	112*	-1	0	3	-3
CCCCn1c(SCC(=O)NCc2ccco2)nc2cc(S(N)(=O)=O)ccc21	-6	-1	6	0	-3	5	2	2	0	1
Cc1cccc(OCC(=O)Nc2nnc(S(=O)(=O)N3CCC(C)CC3)s2)c1	4	8	-8	2	-8	-10	4	4	-1	20
COc1ccc(C(C#N)CCC2OCCO2)cc1OC (stereo not given)	-5	8	2	-1	7	-1	3	-1	-4	-4
Cc1ccsc1C(=O)N/N=C/C=C/c1ccccc1[N+](=O)[O-]	-10	-11	-4	-4	-6	-1	-1	0	0	1
CNC(=S)N/N=C/c1ccc(N(C)C)cc1	3	5	-7	6	-3	-9	0	-1	-6	0
O=S(=O)(Cc1nnnn1-c1ccccc1)c1ccc(F)cc1	3	-6	-4	4	4	1	6	1	4	-2
Cc1ccc2c(c1)NC(=O)C(N1CCOCC1)(C(F)(F)F)O2 (stereo not given)	2	-1	-5	-2	-2	0	0	-1	1	0
COc1ccc2c(c1)cc1c(=O)n(CC(=O)NCCCOC(C)C)nc(C)n12	-2	0	1	3	-1	-3	3	2	0	-5
Cc1cc(C)c(S(=O)(=O)NCc2cccs2)cc1C	-4	11	-1	-3	-2	2	4	0	0	-3
Cc1cccc(CSc2nc(N)c(C#N)c(-c3cccs3)c2C#N)c1	-49	-4	-77	-64	12	0	7	-3	-1	17
COc1ccc(-c2ccc3oc(-c4ccc(OC)cc4)c(-c4ccc(OC)cc4)c3c2)cc1	1	-1	5	-5	3	0	4	-2	-5	6
CC(C)(C)c1ccc(-c2noc(CNC(=O)c3ccco3)n2)cc1	-17	-11	-24	-1	1	-2	0	0	2	6
CN(C(=O)CSc1n[nH]c(N)n1)C1CCCCC1	1	-9	-6	2	-1	-3	-12	3	-2	0
CCn1c(COc2cccc(C)c2)nnc1SCC(=O)N1CCCC1	-3	4	4	-1	1	1	4	-3	4	-4
COc1ccc(N(CC(=O)NC(C)(C)C)C(=O)CCC(=O)Nc2nccs2)c(OC)c1	-2	-8	-2	2	-1	-1	-6	3	0	-6

Reprinted at random: two compounds from above, in no set order.
SMILES	ABHD4 inh	TDP2 absorb	HTRA1 inh	SIAE primary	NPR2 activator	PRMT1 FP inh	TCR-CD3 inh	LEDGF integ inh	MBD2 inh	rCAG RNA binder
CNC(=S)N/N=C/c1ccc(N(C)C)cc1	3	5	-7	6	-3	-9	0	-1	-6	0
COc1ccc2c(c1)cc1c(=O)n(CC(=O)NCCCOC(C)C)nc(C)n12	-2	0	1	3	-1	-3	3	2	0	-5

Next section
SMILES	ABHD4 inh	TDP2 absorb	HTRA1 inh	SIAE primary	NPR2 activator	PRMT1 FP inh	TCR-CD3 inh	LEDGF integ inh	MBD2 inh	rCAG RNA binder
CC(CC(=O)N1CCN(S(=O)(=O)c2ccc(Cl)cc2)CC1)n1cncn1 (stereo not given)	-6	-15	-3	18*	3	-2	-2	2	7	-1
CCc1cc(=O)oc2cc(C)cc(OC(C)C(=O)NCCN3CCOCC3)c12 (stereo not given)	-3	4	-13	5	-5	-1	-9	-4	-6	-6
COc1ccc(S(=O)(=O)N2CCC(C(=O)NCCC(=O)NCc3cccnc3)CC2)cc1	2	0	1	15	-10	-1	6	2	7	1
COc1ccc(-c2c3c(=O)n(C)c(=O)n(C)c3cn2-c2cc(OC)ccc2OC)cc1	-2	-4	8	0	-13	-1	-12	4	6	4
Cc1cc(-c2c(C)[nH]n(-c3ccccc3)c2=O)n(-c2ccccc2)n1	7	-15	4	5	2	2	-4	-6	0	-1
CCOCCCN(C(=O)CNC(=O)c1ccco1)C(C(=O)NC1CCCC1)c1cccc(OC)c1 (stereo not given)	4	-7	1	-11	3	0	4	-4	4	0
O=Cc1c(N2CCC3(CC2)OCCO3)nc2ccccn2c1=O	-4	8	2	5	1	3	-5	-4	0	-3
CC(=O)c1c(C)[nH]c(C(=O)OC(C)C(=O)Nc2ccc(C)c(S(=O)(=O)N3CCOCC3)c2)c1C (stereo not given)	-4	-3	-3	-8	2	2	13	4	-4	0
COc1ccc(C(=O)N2c3ccc(F)cc3CCC2C)cc1OC (stereo not given)	5	-5	2	-3	-9	-3	5	3	-5	-10
COc1cc(/C=N/Nc2snc(SC)c2C#N)cc(OC)c1OC	16	2	4	7	3	1	-7	1	-1	17
O=C(NCCCNC(=O)c1ccco1)c1ccc(Cl)cc1	-2	22	9	-1	0	-1	2	1	-4	2
COc1cc(C(C(=O)NC(C)(C)C)N(C(=O)CNC(=O)c2cccs2)c2ccccc2)cc(OC)c1OC (stereo not given)	1	6	6	1	-3	-2	3	-2	2	-4
COC(=O)/C=C1/SC(=NC(=O)c2ccc(Cl)cc2)NC1=O	1	25*	-4	-7	-3	0	4	0	2	20
Cc1sc(NC(=O)CCS(=O)(=O)c2ccccc2)c(C#N)c1C	1	2	5	6	-7	3	3	1	6	-3
CCC(C)NS(=O)(=O)c1ccc(OCC(=O)NCC2CCCO2)cc1 (stereo not given)	5	3	-4	3	-1	1	-1	-2	-1	-6
C=CCn1c(CNC(=O)c2cccs2)nnc1SCC(=O)c1ccc(Br)cc1	-5	-10	-12	28*	-1	-1	2	1	3	-4
C=CCOc1nc(N(C)C)nc(N(C)C)n1	-7	8	-1	4	0	-3	4	2	-2	-1
N#Cc1ccccc1NC(=O)Nc1cccc(Cl)c1	-9	7	0	4	-6	0	0	-1	2	-2
C/C(=N\Nc1ccc(Cl)cc1)c1ccccn1	-7	8	10	14	-4	2	3	-2	-2	3
O=S(=O)(c1ccc(Cl)cc1)N1CCN(CCc2ccccc2)CC1	-4	-12	-2	2	2	2	-2	3	-2	4
COc1ccc2cc(C3(C)NC(=O)N(CC(=O)NCCC4=CCCCC4)C3=O)ccc2c1 (stereo not given)	-4	0	-15	-7	3	-1	5	2	1	0
O=C1C2C3C=CC(C3)C2C(=O)N1c1cccc(-c2nc3ccccc3o2)c1 (stereo not given)	-2	6	5	0	12	0	1	1	-3	-2
O=C(Cc1cn2ccsc2n1)Nc1nc2c(s1)CCCC2	4	-2	-2	-3	-7	0	2	1	0	0
COc1ccc(C(=O)N/C(=C\c2ccco2)C(=O)NC2CCS(=O)(=O)C2)cc1 (stereo not given)	-12	-4	-1	-4	1	9	-7	2	5	1
CC(C)Oc1ccc(Cn2c(=O)oc3ccccc32)cc1	-5	5	-7	3	-4	0	2	-1	1	-7
COc1ccccc1CNC(=O)c1ccccc1OC	-2	1	-10	9	2	0	0	3	4	-5
O=C(NNC(=O)c1cccc2ccccc12)c1cccc(F)c1	-1	6	-1	4	4	2	-4	2	2	1
Cc1ccc2c(CN(Cc3ccccc3)Cc3ccccc3)cc(=O)oc2c1	-1	-12	/	-13	-4	-4	-3	3	2	7
CCOC(=O)[C@]12CCC=C1N(Cc1ccco1)C(=O)[C@H](CC(=O)N1CCOCC1)C2	2	-5	/	1	3	2	5	-5	5	9
NNC(=O)c1n[nH]c(=O)c2ccccc12	1	-14	5	-2	5	1	7	-3	-1	1
CNc1ccc(NC(C)=O)cc1[N+](=O)[O-]	16	5	-1	3	-2	-2	-4	-1	-22	7
CC(C)C[C@@H](CN1CCC[C@H]1CN1C(=O)C(=O)NC[C@@H]1Cc1ccc(O)cc1)N1C[C@H](Cc2ccc(O)cc2)N(CC2CCCCCC2)C(=O)C1=O	5	-1	/	1	0	-1	-1	3	2	17
Brc1cccc(-c2nc3cccnc3nc2-c2cccc(Br)c2)c1	0	1	4	2	-9	-4	1	3	-3	2
Cc1ccc(C)c(NC(=O)c2cc(-c3cc(C)ccc3O)n[nH]2)c1	-2	6	-27	2	9	1	-13	1	6	16
CC(=O)C[C@H]1c2cc(C(F)(F)F)ccc2S(=O)(=O)N1c1ccccc1	0	-5	0	9	3	-1	3	2	4	-2
CC(C)Cc1nnc(NC(=O)CN2C(=O)NC3(CCCCC3)C2=O)s1	5	7	1	1	1	3	-2	0	-3	-6
CCO[C@@H]1OC(C(=O)N2CCN(Cc3ccccc3)CC2)=C[C@H](C)[C@H]1CCCO	-4	2	-2	-2	-1	1	0	-1	5	-11
COc1ccc(S(=O)(=O)N2CCC(O)(c3cccnc3)CC2)cc1OC	1	-9	4	5	4	-4	1	0	-1	-3
Cc1cccc(C)c1NC(=O)C1(C)CCC(=O)N1C1CCN(Cc2ccccc2)CC1 (stereo not given)	2	9	/	2	1	-1	-1	2	2	-2
CC(C)CC(NC(=O)C(NC(=O)C1OC2OC(C)(C)OC2C2OC(C)(C)OC12)C(C)C)C(=O)O (stereo not given)	3	-6	-6	4	7	2	3	-2	2	-4
COC(=O)[C@@H]1C[C@@H]2CC[C@@H](O)C[C@@H]2N1Cc1ccc(N2CCN(C)CC2)cc1	2	16	-9	-1	-1	1	-4	0	-1	-3
CC1(C)CC(=O)C=C(NCc2ccco2)C1	2	1	-2	3	0	1	-4	-2	35*	-2
COc1cccc(NC(=O)COc2coc(CN3CCN(c4ccccc4)CC3)cc2=O)c1	6	5	0	11	-4	4	3	3	-7	-1
CC(=O)c1ccc(Cc2ccccc2)cc1	3	3	-3	-5	2	3	-8	-1	5	5
Cc1ccc(N=Cc2cc(Br)cc(Cl)c2O)cc1	6	4	-4	5	-9	3	0	-3	6	1
